Bcl-B TR3 displacers – displacers of TR3 peptide from Bcl-B, primary screen, selectivity assay for Bfl-1 inhibitor project, biochemical, fluorescence polarization; one-dose displacement, % at 20 µM; IC50 in µM for titrated hits; FP displacement of FITC-TR3 peptide from Bcl-B; higher % means a stronger effect; 0.11% of 96,000 active;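 active means displacement above 50% at 20 µM plus a fluorescence interference ratio under 1.5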;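 further: plate controls were wells without compound for no effect and wells lacking Bcl-B protein for full effect; a part of the inactive calls stands beside numbers as strong as those of hits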
IL1B NFkB inh – blocks IL-1B driven NFkB nuclear translocation in HUVEC cells. HUVEC IL-1B NFkB p65 nuclear translocation imaging. inhibition, % at 2 µM. 0.43% of 94,000 active;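 active means inhibition above about 30% together with a positive call from visual inspection of the well image, limit read from the data; inconclusive means inhibition above a set limit but visual check negative; inactive means inhibition not above a set limit, visual check negative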;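 further: nuclear over cytoplasmic p65 intensity ratio measured by imaging; 0% = IL-1B stimulated DMSO wells and 100% = unstimulated DMSO wells; values of inactives mirror those of a sister screen read the other way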
IL1B NFkB pot – enhances IL-1B driven NFkB nuclear translocation; HUVEC IL-1B NFkB p65 nuclear translocation imaging; activation, % at 2 µM; 0.3% of 94,000 active;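 active means activation above 40%, about the mean plus 3 SD, also judged a hit on visual image review; inconclusive means activation above 40% but not a hit on visual review; inactive means activation not above 40% and no visual hit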;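 further: percent activation is computed from the nuclear over cytoplasmic p65 intensity ratio; values of inactives mirror those of a sister screen read the other way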
MRP reversal – compounds reversing MRP-mediated drug resistance | AID 602 | differential viability (reversal), % at 10 µM | H69AR cells + 2 uM doxorubicin, CellTiter-Glo, 72 h | 0.04% of 85,000 active;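 active means viability drop by adding the cancer drug above about 55%, with treated viability meeting a 40% cutoff, limit read from the data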;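 further: viability without doxorubicin minus viability with 2 µM doxorubicin for each compound; larger differential means the compound sensitizes cells more to doxorubicin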
PLAP inhibition – PLAP enzyme inhibitors, biochemical, luminescence, HTS (AID 690) | purified PLAP, luminescent substrate; higher % means a stronger effect | one-dose inhibition, % at 20 µM; IC50 in µM for titrated hits | 0.08% of 96,000 active; in the data active means a potency from the dose series; inactive means the rest, 99 in 100 with inhibition below about 30%; further: strong numbers were not always called active
MRP reversal cytotoxicity – second read-out of MRP reversal, no call of its own (marks repeat the call); viability, %; H69AR cells, CellTiter-Glo, 72 h; measured here: cytotoxicity without doxorubicin
MRP reversal with doxorubicin – recorded beside MRP reversal, whose call it bears; viability, %; measured here: viability with 2 uM doxorubicin; hits give low values
IL1B NFkB inh cell count 2 µM – second read-out of IL1B NFkB inh, no call of its own (marks repeat the call); cell count; measured here: cells passing quality filter;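 raw number of nuclei counted in each imaged well without normalization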
IL1B NFkB pot cell count 2 µM – further read-out of IL1B NFkB pot, marked with its call; cell count; measured here: cells passing quality filter
Active calls of the source: *; u = inconclusive; x = no result given. An excerpt (hit frequency here may not be typical).

item | mol | MRP reversal with doxorubicin | PLAP inhibition | Bcl-B TR3 displacers | MRP reversal | IL1B NFkB inh | IL1B NFkB inh cell count 2 µM | IL1B NFkB pot cell count 2 µM | MRP reversal cytotoxicity | IL1B NFkB pot
1 | COc1cccc(NC(=O)C2C3C=CC4(O3)C2C(=O)N(C(C)C)C4C(=O)NC2CCCCC2C)c1 (centres undefined) | 75 | x | x | 15 | 8 | 117 | 117 | 90 | -8
2 | O=C(Nc1ccccc1F)c1ccc(COc2ccc(Cl)cc2Cl)o1 | 96 | x | x | -9 | 4 | 132 | 132 | 87 | -3
3 | CC(=O)NC(C1C(=O)CC(C)(C)CC1=O)(C(F)(F)F)C(F)(F)F | 95 | -1% | -11% | 7 | x | x | x | 102 | x
4 | CCCn1nc(NC(=O)c2cccs2)c2cc3cc(OC)ccc3nc21 | x | 6% | -3% | x | -14 | 187 | 187 | x | 14
5 | CN1CCN(S(=O)(=O)c2ccc(NC(=S)NC(=O)c3ccccc3)cc2)CC1 | x | 0% | 12% | x | 8 | 152 | 152 | x | -8
6 | O=S(=O)(Nc1ccc(Cl)c(C(F)(F)F)c1)c1cnc[nH]1 | 103 | -1% | -11% | -1 | x | x | x | 102 | x
7 | Clc1ccc(-c2noc(CN3CCCC3)n2)cc1 | 90 | -11% | 8% | 10 | -19 | 124 | 124 | 100 | 19
8 | O=C1C(=C(O)c2ccccc2)C(=O)c2ccccc21 | 89 | -27% | 6% | 9 | -2 | 135 | 135 | 98 | 2
9 | Cc1ccccc1-c1nnc(SCC(=O)NCc2ccc3c(c2)OCO3)n1C | 98 | 12% | -13% | -7 | -13 | 184 | 184 | 91 | 13
10 | C=CCSc1nnc(-c2sc(-c3ccccc3)nc2C)n1C | x | -18% | -5% | x | 2 | 133 | 133 | x | -1
11 | COc1ccc(C2CC(c3ccc(Cl)cc3Cl)Nc3nc(N)nn32)cc1 (centres undefined) | 92 | -27% | 4% | 6 | -23 | 61 | 61 | 98 | 23
12 | CCn1c(CSc2nc3ccccc3s2)nnc1SCC(N)=O | 87 | 4% | 3% | 18 | -2 | 153 | 153 | 105 | 2
13 | O=C(c1ccc(Cl)cc1)c1ccc(OCC(O)CN2CCOCC2)cc1 (centres undefined) | 80 | -31% | -3% | 10 | -15 | 129 | 129 | 90 | 15
14 | O=C(CCn1cccc1)Nc1ccc(F)cc1 | 107 | 6% | 7% | -6 | 1 | 148 | 148 | 102 | -1
15 | O=C(CSc1nc2ncc(Br)cc2[nH]1)Nc1ccc2c(c1)OCO2 | 4 | 4% | 0% | -2 | 7 | 48 | 48 | 3 | -7
16 | CCCCNCc1cc(Cl)c(OCCC)c(OCC)c1 | 64 | -82% | 11% | 11 | -12 | 203 | 203 | 75 | 12
17 | O=C(COC(=O)c1ccc(S(=O)(=O)N2CCCC2)cc1)NCc1ccc(F)cc1 | 90 | 21% | -16% | 6 | -8 | 165 | 165 | 97 | 8
18 | COc1ccc(C2=Nc3ccccc3OC2)cc1 | 73 | -38% | 0% | 9 | 4 | 209 | 209 | 82 | -4
19 | N/C(COc1ccc(F)cc1)=N\NC(=O)c1cccnc1Oc1ccccc1 | 100 | -98% | 12% | -6 | x | x | x | 94 | x
20 | CCCCNS(=O)(=O)c1ccc(NC(=O)c2c(-c3ccccc3Cl)noc2C)cc1 | 47 | 0% | -5% | -14 | -7 | 157 | 157 | 33 | 7
21 | O=C(N1CCOCC1)N1CCN(C(c2ccccc2)c2ccccc2)CC1 | 90 | -45% | 6% | 9 | -68 | 59 | x | 98 | u
22 | CC(C)C(NC(=O)c1ccco1)C(=O)NCC(c1ccco1)N1CCCCC1 (centres undefined) | 95 | -42% | -3% | 11 | 3 | 147 | 147 | 106 | -3
23 | O/N=C(\COc1ccccc1O)c1ccccc1 | 96 | 12% | 1% | 9 | 0 | 144 | 144 | 104 | 0
24 | CCOc1cc(CNc2ccccc2)cc(Br)c1OCc1ccc(F)cc1 | x | 36% | 3% | x | -12 | 140 | 140 | x | 12
25 | Cn1c(=O)n(C)c2cc(S(=O)(=O)NCCc3ccccc3)ccc21 | 105 | 15% | 3% | -5 | x | x | x | 100 | x
26 | S=c1[nH]nc(Cc2cccc3ccccc23)n1-c1ccccc1 | 71 | -8% | -14% | -16 | -13 | 83 | 83 | 55 | 13
27 | N#CC1(c2ccccc2)CCCN1C(=O)c1ccccc1Br (centres undefined) | 98 | 8% | 10% | 1 | -9 | 181 | 181 | 99 | 9
28 | O=C(NCc1ccco1)c1cc2n(n1)C(C(F)(F)F)CC(c1ccc(F)cc1)N2 (centres undefined) | 80 | 1% | 4% | 9 | -8 | 147 | 147 | 88 | 8
29 | CCCCCCOC(=O)C1=C(C)NC(=O)NC1c1ccc(O)cc1 (centres undefined) | 78 | 3% | -9% | 15 | -9 | 158 | 158 | 93 | 9
30 | O=S(=O)(NCc1ccccn1)c1ccc2c(c1)OCCO2 | 96 | 3% | -4% | -13 | 5 | 169 | 169 | 84 | -5

A draw from above in order of length of the SMILES, falling.
item | mol | MRP reversal with doxorubicin | PLAP inhibition | Bcl-B TR3 displacers | MRP reversal | IL1B NFkB inh | IL1B NFkB inh cell count 2 µM | IL1B NFkB pot cell count 2 µM | MRP reversal cytotoxicity | IL1B NFkB pot
28 | O=C(NCc1ccco1)c1cc2n(n1)C(C(F)(F)F)CC(c1ccc(F)cc1)N2 (centres undefined) | 80 | 1% | 4% | 9 | -8 | 147 | 147 | 88 | 8
19 | N/C(COc1ccc(F)cc1)=N\NC(=O)c1cccnc1Oc1ccccc1 | 100 | -98% | 12% | -6 | x | x | x | 94 | x
27 | N#CC1(c2ccccc2)CCCN1C(=O)c1ccccc1Br (centres undefined) | 98 | 8% | 10% | 1 | -9 | 181 | 181 | 99 | 9

(continued)
item | mol | MRP reversal with doxorubicin | PLAP inhibition | Bcl-B TR3 displacers | MRP reversal | IL1B NFkB inh | IL1B NFkB inh cell count 2 µM | IL1B NFkB pot cell count 2 µM | MRP reversal cytotoxicity | IL1B NFkB pot
31 | COc1ccc(-c2cc(C(F)F)n3ncc(C(=O)NCC4CCCO4)c3n2)cc1 (centres undefined) | 68 | -6% | 4% | -11 | -14 | 170 | 170 | 57 | 14
32 | N#Cc1c(-c2ccco2)cc(-c2ccc(F)cc2)nc1N | 64 | 7% | -70% | -11 | -7 | 122 | 122 | 53 | 7
33 | FC(F)(F)c1cc(-c2cccs2)nc(N2CCOCC2)n1 | 92 | 20% | -18% | 10 | -7 | 148 | 148 | 102 | 7
34 | O=C(CSc1oc(-c2ccc(F)cc2)nc1S(=O)(=O)c1ccc(F)cc1)NCC1CCCO1 (centres undefined) | 47 | x | x | 2 | -8 | 174 | 174 | 49 | 7
35 | CN(C)S(=O)(=O)c1ccc(NC(=O)N2CCN(c3ccccc3Cl)CC2)cc1 | x | 0% | 4% | x | -1 | 136 | 136 | x | 1
36 | O=C(Cc1cccs1)Nc1cccc(C(=O)Nc2ccco2)c1 | 80 | 44% | -1% | 8 | -2 | 158 | 158 | 88 | 2
37 | CCCn1c(N2CCOCC2)nc2c1c(=O)[nH]c(=O)n2C | 89 | -13% | -1% | 6 | 4 | 79 | 79 | 96 | -4
38 | COc1ccc(OC)c(C2N(c3ccccn3)C(=O)C3CCCN32)c1 (centres undefined) | 89 | -30% | -7% | -20 | 4 | 135 | 135 | 69 | -4
39 | COc1cc(NC2c3ccccc3C(=O)N2c2cc(C)ccn2)cc(OC)c1OC (centres undefined) | 83 | -36% | 11% | 12 | -11 | 223 | 223 | 95 | 11
40 | CCOC(=O)c1cnc(-n2cc(C)cn2)nc1Nc1ccccc1OCC | 68 | -10% | -10% | -18 | -12 | 190 | 190 | 50 | 12
41 | O=C1c2ccccc2C(=O)N1OCCOCCOCCON1C(=O)c2ccccc2C1=O | 96 | -22% | 2% | 0 | 1 | 202 | 202 | 96 | -1
42 | CCCOC(=O)Nc1sc2c(c1C(=O)OCC)CCC2 | 85 | 1% | -6% | -1 | 5 | 178 | 178 | 84 | -5
43 | CC1=CC(c2ccc(Cl)cc2)n2nc(NS(=O)(=O)c3ccc(C)cc3)nc2N1 (centres undefined) | 81 | -50% | -5% | 12 | -17 | 191 | 191 | 93 | 17
44 | COc1ccc(/C=N\NC(=O)c2sc(N)nc2C)cc1OC | x | 8% | -5% | x | 1 | 118 | 118 | x | -1
45 | Cc1ccc(OC(=O)CCc2c(C)nc3ncnn3c2C)cc1 | 85 | -10% | -2% | 10 | -17 | 161 | 161 | 95 | 17
46 | CCCNc1nc(C)c(C(C)=O)cc1C#N | 104 | 9% | -2% | 0 | -5 | 168 | 68 | 104 | -7
47 | O=S(=O)(NC1CC1)c1ccc(S(=O)(=O)N2CCc3ccccc32)cc1 | 87 | 12% | -30% | -4 | 3 | 77 | 77 | 84 | -3
48 | COc1ccc(OC)c(NS(=O)(=O)c2ccc(NC(=O)C3COc4ccccc4O3)cc2)c1 (centres undefined) | 99 | -31% | 1% | -24 | 0 | 59 | 59 | 75 | 0
49 | O=S(=O)(NC1CCCc2ccccc21)c1cnc[nH]1 (centres undefined) | 109 | -36% | -10% | -5 | x | x | x | 104 | x
50 | O=S(=O)(c1ccc2c(c1)OCCO2)N1CCC(n2cnc3cc(F)ccc32)CC1 | 86 | -6% | 5% | -17 | -9 | 211 | 211 | 68 | 9
51 | COCCNC(=O)CC(NS(=O)(=O)c1ccc(C)cc1)c1ccco1 (centres undefined) | 89 | -1% | 9% | 11 | -13 | 191 | 191 | 100 | 13
52 | CCC(C)(C)NC(=O)C(c1cccnc1)N(CCOC)C(=O)Cn1nnc2ccccc21 (centres undefined) | 75 | -38% | 0% | 19 | 14 | 113 | 113 | 94 | -14
53 | CC1CC(N(C(=O)c2ccccc2Cl)c2ccccc2)c2ccccc2N1 (centres undefined) | x | -6% | -9% | x | -4 | 152 | 152 | x | 4
54 | c1ccc2c(c1)nc1n2CCS1 | 96 | 1% | 8% | 3 | 2 | 107 | 107 | 99 | -2
55 | O=C(c1cc2ccccc2oc1=O)N(Cc1cccs1)Cc1cccs1 | 82 | x | x | -1 | -2 | 111 | 111 | 81 | 2
56 | COc1ccc(C(=O)/C=C/c2cccs2)c(OC(=O)c2cccc([N+](=O)[O-])c2)c1 | x | -5% | -4% | x | 0 | 112 | 112 | x | 0
57 | COc1ccc(/C=C2\SC(=NCc3ccccc3)N(Cc3ccccc3)C2=O)cc1OC | x | -10% | -14% | x | -9 | 107 | 107 | x | 9
58 | CC12CCC(C(=O)N(CSC(=S)N/N=C\c3ccccc3Cl)C1=O)C2(C)C (centres undefined) | 89 | x | x | 12 | 100* | 7* | 7 | 101 | -99
59 | C=CCn1c2ccccc2c2nnc(SCc3ccc4nonc4c3)nc21 | 76 | -7% | 0% | 4 | 3 | 194 | 194 | 80 | -3
60 | Cc1cccn2cc(CNC(=O)c3ccco3)nc12 | 98 | -2% | -11% | -7 | -1 | 116 | 116 | 91 | 1
61 | CCOC(=O)C1=C(C)N(CCO)C(=O)NC1c1ccccc1 (centres undefined) | 92 | -13% | -7% | -7 | x | x | x | 86 | x
62 | C=CCON1C(=O)c2ccccc2C1=O | 101 | -8% | -2% | -3 | 0 | 189 | 189 | 98 | 0
63 | Cc1nn(-c2ccccc2)c2sc(C(=O)NNC(=O)COc3cccc4ccccc34)cc12 | x | -52% | -4% | x | -3 | 138 | 168 | x | -8
64 | O=S(=O)(N/N=C\c1ccc2c(c1)OCO2)c1ccc(Cl)cc1 | x | -20% | -5% | x | -7 | 145 | 145 | x | 7
65 | COc1ccc(C2C(C#N)=C(SCC(=O)Nc3ccc(C)cc3)NC3=C2C(=O)CC(C)(C)C3)cc1 (centres undefined) | 74 | 6% | -12% | 6 | x | x | x | 80 | x
66 | CCOC(=O)c1cccc(NC(=O)CCS(=O)(=O)c2ccc(Br)s2)c1 | 85 | 6% | 6% | -3 | -6 | 178 | 178 | 82 | 6
67 | CC(C)c1ccc(NC(=O)COC(=O)C2=COCCO2)cc1 | 100 | -14% | -6% | 2 | 16 | 206 | 206 | 101 | -16
68 | COc1cc(C2C(C#N)=C(N)N(c3cccnc3)C3=C2C(=O)CCC3)ccc1O (centres undefined) | x | 16% | -39% | x | 11 | 224 | 224 | x | -11

High-throughput results (PubChem)
